# miR-122 sensor: blocks miR-122 activity in Huh7 sensor cells; actives 0.3% (n = 340,000); AID 602342; Huh7 miR-122 Renilla luciferase sensor, 48 h; neutral wells = 0, positive control = 100; activation (reporter increase), % at 12.5 µM;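 active = mean replicate activation score at least 90 and every replicate individually at or above 90; inconclusive = only one of the two criteria met; inactive = neither criterion met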;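 also: higher luciferase means less miR-122 activity so hits act as miR-122 inhibitors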
# C2C12 statin: suppressors of simvastatin-induced myotoxicity in C2C12 myotubes; ATP luminescence, 48 h; scaled: DMSO 0, geranylgeraniol control 100; rescue of ATP level, % at 7.49 µM; actives 0.78% (n = 330,000); AID 602340;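 active = mean ATP rescue above about 67%, or every replicate alone reaching that limit, limit read from the data, passing the limit was not always enough; inconclusive = no clear call, values can overlap the other calls; inactive = mean under the limit and some replicate under it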;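 also: myotubes were challenged with 10 µM simvastatin during compound exposure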
# PGC1a acetyl inh: modulators of PGC1a acetylation. U2OS PGC1a acetylation, AlphaScreen anti-acetyl-lysine; with virally co-expressed GCN5 acetyltransferase. actives 0.17% (n = 350,000). inhibition, % at 15.6 µM;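 active = every replicate shows inhibition of at least 40%; inconclusive = mean inhibition at least 40% but some replicate below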;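 also: 0% = neutral control wells and 100% = positive control wells; some results beyond the cut were filed as inactive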
# PglD DTNB: PglD (C. jejuni) enzyme inhibition. purified PglD enzyme, DTNB colorimetric CoA detection. inhibition, % at 12.5 µM. AID 602405. actives 0.098% (n = 360,000); in the data active = inhibition above about 16%, passing the limit was not always enough; inconclusive = no clear call, values can overlap the other calls; also: strong numbers were not always called active
# FN deposit inh: fibronectin deposition inhibition; AH1F fibroblasts, Alexa488-fibronectin deposition fluorescence, overnight; inhibition, % at 12.6 µM; actives 0.086% (n = 350,000);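 active = mean inhibition across replicates of 30% or more, regardless of how many single replicates reach that level; inconclusive = mean under 30% yet at least half of replicates reach 30%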;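 also: positive control wells lacked labelled fibronectin entirely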
#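 material = AH1F fibroblast monolayer depositing Alexa488-labelled fibronectin into matrix | amount = 10000 AH1F cells/well | buffer or medium = DMEM plus 2% serum, read in PBS | incubation = 1 h cell adhesion before compound, then overnight fibronectin incubation | detection = fluorescence at 485 nm excitation, 525 nm emission | evaluation = percent inhibition as loss of matrix-bound fibronectin fluorescence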
# Cneo AK release: causes C. neoformans cell lysis | adenylate kinase release luminescence, 4 h; normalised: neutral wells 0, clomiphene wells 100 | lysis activity, % at 15 µM | actives 0.2% (n = 360,000);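 active = mean lysis activity across replicates of at least 80%, whatever share of replicates individually reach that level; inactive = mean lysis activity below 80%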
#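 Material – Cryptococcus neoformans yeast cells · Quantity – 5 × 10^6 yeast cells/mL · Buffer or medium – YPD medium · Compound – single dose · Timing – 4 h static compound exposure, 37 °C, read 1 h post-reagent · Signal – adenylate kinase release luminescence · Read-out basis – lysis from increased AK signal · Benchmarks – Clomiphene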
# GSIS activator: GLuc luminescence reporter in INS-1E cells, primary screen for activators of glucose-dependent secretion of insulin. INS-1E GLuc reporter insulin secretion, 2-3 h. activation, % at 16.6 µM. actives 0.61% (n = 370,000). AID 743287;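 active = lowest replicate activation of at least 40%, so every replicate reaches that level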;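 also: 0% = median of neutral control wells and 100% = median of IBMX positive control wells; some compounds called inactive have numbers as strong as hits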
# F508del corr: correctors of CFTR F508del function in bronchial epithelial cells; CFBE cells, YFP halide quenching; stimulated with forskolin plus potentiator P3; % fluorescence drop versus neutral controls; activity (quench increase), % at 7.58 µM; actives 0.36% (n = 350,000);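 active = mean added fluorescence quench of at least 8% versus neutral control, with both replicates also reaching 8%; inconclusive = only one of the mean or replicate conditions met; inactive = mean below 8% and not both replicates reaching 8%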;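 also: cells transiently co-express mutant CFTR-F508del with the halide-sensitive YFP; corrector assay measuring rescue of mutant channel to the surface after 24 h compound exposure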
# * hit, by the source's call; ? = inconclusive; · = not tested or not shown; & = joins results of further samples; [ ] = another dose, or the depositor's remark. Rows were taken by chance (roughly 2.1% active in at least one column).
SMILES	miR-122 sensor	C2C12 statin	PGC1a acetyl inh	PglD DTNB	FN deposit inh	Cneo AK release	GSIS activator	F508del corr
C[C@H](CO)N1C[C@H](C)[C@@H](CN(C)C(=O)c2ccccc2)OCCCC[C@H](C)Oc2ccc(NC(=O)c3ccccc3)cc2C1=O	2[16.7 µM]	·	8	2	-14	1	-11	0.4
C[C@H](CO)N1C[C@H](C)[C@@H](CN(C)C)Oc2ncc(C#Cc3ccccc3F)cc2C1=O	-8[16.7 µM]	-3	-7	1	·	4	5	0.2
CN(C)CC(C)(C)CNS(=O)(=O)CC12CCC(CC1=O)C2(C)C (stereo unspecified)	-15	·	·	4	2	-2	·	·
Cc1ccc(-c2cnc3c(c2)C(=O)N([C@@H](C)CO)C[C@@H](C)[C@@H](CN(C)C(=O)Cc2ccncc2)O3)cc1	-11[16.7 µM]	-1	2	3	·	1	-9	1.0
O=C(Nc1ccc(Cl)cc1)NC1CCCC1Cc1ccco1 (stereo unspecified)	27	-3	-9	6	·	-3	·	·
COc1cc(/C=C(\C#N)C(=O)N2CCCCC2)ccc1O	-5	4	·	-5	6	0	31	-2.8
NC(=S)NN=Cc1cc(-c2cccc(N)c2)ccn1	-12	10	3	4	-3	9	·	1.1
COc1ccccc1NC(=O)N1CCCC1C(=O)Nc1ccc(NC(C)=O)cc1 (stereo unspecified)	5	-5	-4	-6	20	0	·	·
O=C(CSc1nnc(-c2n[nH]c3ccccc23)n1-c1ccccc1)Nc1ccccc1Cl	-6	·	-21	-2	-13	-2	-19	·
Cc1c(Cl)cccc1NC(=S)Nn1cnnc1	-3	·	-8	·	7	·	-9	-1.3
COc1ccc(CN(C)C[C@H]2OCCCC[C@H](C)Oc3ccc(NC(=O)Nc4ccc(F)cc4)cc3C(=O)N([C@H](C)CO)C[C@H]2C)cc1	-2[16.7 µM]	-185	6	15	·	9	-39	-1.1
COc1ccc(NC(=S)NC2CC3CCC2C3)c(OC)c1 (stereo unspecified)	·	21	-5	-3	-3	2	-19	0.3

# (further entries)
SMILES	miR-122 sensor	C2C12 statin	PGC1a acetyl inh	PglD DTNB	FN deposit inh	Cneo AK release	GSIS activator	F508del corr
Cc1cccc(NC(=O)CS(=O)(=O)c2cn(CC(=O)N3CCOCC3)c3ccccc23)c1	13	-3	4	0	4	-2	18	-1.2
Cc1ccccc1OCC(=O)N/N=C1\SCC(=O)N1Cc1ccccc1	4	-4	3	4	8	0	-8	·
COc1ccc(NC(=O)c2sc3nc(C)nc(N4CCN(c5ccccn5)CC4)c3c2C)c(OC)c1	-6	-12	-2	1	2	1	12	1.1
CCc1c(C)sc(NC(=O)c2ccco2)c1C#N	11	8	-3	-2	-6	-6	4	5.2
COc1ccc(OCCCC(=O)Nc2nnc(C3CCCO3)s2)cc1 (stereo unspecified)	5	15	-11	-2	-15	-2	·	·
O=C(Nc1ccc2c(c1)[C@H]1C[C@H](CC(=O)N3CCOCC3)O[C@@H](CO)[C@H]1O2)c1cccnc1	0[16.7 µM]	1	8	1	-1	-1	-4	3.5
O=C1NCCc2onc(-c3ccc(Br)cc3)c21	-4	-1	-1	2	-4	0	5	-1.0
COc1ccc(NC(=O)Nc2ccc3c(c2)C(=O)N([C@H](C)CO)C[C@@H](C)[C@H](CN(C)Cc2ccncc2)O3)cc1	4[16.7 µM]	-14	-3	-12	·	0	17	1.2
O=C(Nc1nnc(-c2ccc(F)cc2)o1)c1ccc(S(=O)(=O)N2CCOCC2)cc1	-4	-5	·	1	·	2	·	·
C[C@H]1CN([C@@H](C)CO)C(=O)c2cccc(NC(=O)c3ccc(-c4nccs4)cc3)c2O[C@@H]1CN(C)C(=O)Nc1ccccc1	2[16.7 µM]	·	-4	0	·	-4	0	-2.0
Cc1cc(C(=O)Nc2cccc3c2O[C@@H](CN(C)S(C)(=O)=O)[C@H](C)CN([C@@H](C)CO)C3=O)n(C)n1	-1[16.7 µM]	2	1	4&1	14	2&2	12&-9	-2.5&2.2
CN(C)Cc1c(O)ccc2c(=O)c(-c3ccc(Cl)cc3)coc12	-3	-9	3	4	0	2	-10	-7.0

# Next structures.
SMILES	miR-122 sensor	C2C12 statin	PGC1a acetyl inh	PglD DTNB	FN deposit inh	Cneo AK release	GSIS activator	F508del corr
CCOC(=O)N1CCN(C(=O)CCSc2ccc(Cl)cc2)CC1	6	6	4	6	-7	3	·	·
CCOC(=O)/C(C(=O)Nc1ccccc1Cl)=C1/NC(C)(C)Cc2ccccc21	-1	-8	7	2	·	2	-3	2.5
CCNC(=O)[C@H]1[C@H](CO)[C@H]2Cn3c(ccc(-c4ccccc4)c3=O)[C@H]2N1C(=O)C1CCCC1	-1[16.7 µM]	5	3	4	·	4	3	-0.2
COc1ccc(NS(=O)(=O)c2cc3c4c(c2)C(C)C(=O)N4CCC3)cc1 (stereo unspecified)	5	3	-5	-4	-12	-1	28	2.5
CN(C)C(=O)c1ccc(-c2ccc3c(c2)[C@@H]2[C@@H](CCN2C(=O)Cc2ccccn2)[C@H](CO)N3C)cc1	-15[16.7 µM]	8	-8	-5	-2	71	9	1.3
CN(C)CC(=O)N[C@@H]1CC[C@@H](CC(=O)NCc2ccc(Cl)cc2)O[C@@H]1CO	·	-5	3	10	·	-2	-2	1.9
C/C=C/c1ccc2c(c1)O[C@@H](CN(C)S(=O)(=O)c1ccccc1OC)[C@@H](C)CN([C@@H](C)CO)S2(=O)=O	11[16.7 µM]	-31	-1	1	·	-2	-6	2.0
CC(C)CNC(=S)N1CCC(C(=O)c2ccc(F)cc2)CC1	14	3	1	3	2	0	-29	-0.5
CCc1ccc2[nH]c3nc(N/N=C/c4cccc(O)c4)nnc3c2c1	-1	1	-3	2	-3	-1	8	-0.2
O=C(CN1CCN(S(=O)(=O)c2ccc(Cl)c(Cl)c2)CC1)N1CCCCC1	-13	7	6	-5	13	3	0	2.3
O=C(c1ccncc1)N1CCCC(N2CCN(c3cccc(C(F)(F)F)c3)CC2)C1 (stereo unspecified)	·	5	·	3	2	0	2	-3.0
C[C@@H]1CN([C@H](C)CO)C(=O)Cc2cc(NC(=O)Cc3cn(C)c4ccccc34)ccc2O[C@H]1CN(C)C(=O)Nc1ccc(C(F)(F)F)cc1	3[16.7 µM]	-19	-5	4	·	-1	24	-0.1

# New compounds follow
SMILES	miR-122 sensor	C2C12 statin	PGC1a acetyl inh	PglD DTNB	FN deposit inh	Cneo AK release	GSIS activator	F508del corr
Cc1nc(C(=O)N2CCC(n3nccc3NC(=O)Nc3ccccc3Cl)CC2)cs1	·	5	·	-5	5	1	-10	-0.8
CC(=O)c1ccc(NC(=S)NC(C)c2ccc(Cl)cc2Cl)cc1 (stereo unspecified)	5	-3	-10	0	·	1	-27	-0.1
CCNc1nc(NCC)n2c(SCC(=O)c3ccccc3Cl)nnc2n1	-1	2	3	0	2	-3	10	-1.1
N#Cc1cccc(Cn2cc(C(F)(F)F)ccc2=O)c1	-17	1	5	-7	-7	-6	10	-0.2
C[C@@H]1CN([C@@H](C)CO)C(=O)CCCn2cc(nn2)CO[C@H]1CN(C)S(C)(=O)=O	1[16.7 µM]	-19	5	0	7&-1	-2	4&7	-0.4&0.1
COc1ccc(NC(=O)Nc2ccc3c(c2)C(=O)N([C@@H](C)CO)C[C@@H](C)[C@H](CN(C)C(=O)C2CCCCC2)OCCCC[C@H](C)O3)cc1	-8[16.7 µM]	?	-12	2	·	2	-2	-0.2
CCN(CC(=O)Nc1c(F)cccc1F)C(=O)CN1c2cccc3cccc(c23)S1(=O)=O	·	-4	·	·	-2	·	7	2.6
COc1cc(NC(=S)NC(C)=O)ccc1NC(=O)C(C)C	2	12	-5	0	6	1	16	·
Cc1ccc(-n2nc3c(c2NC(=O)c2ccccc2)CS(=O)(=O)C3)cc1C	·	2	·	3	·	-3	17	1.6
CCOC(=O)C1CCN(CC(=O)Nc2ccc(OC)c(S(=O)(=O)N3CCCCC3)c2)CC1	·	2	-8	2	-5	-3	·	2.4
COc1cccc(CNC(=O)C[C@H]2C=C[C@@H](NC(C)=O)[C@@H](CO)O2)c1	·	2	5	-2	-4	-2	-4	0.5
COC(=O)[C@H]1[C@H](CO)[C@H]2Cn3c(ccc(-c4cccc(F)c4)c3=O)[C@H]2N1C(=O)CC1CC1	0[16.7 µM]	18	·	-3	·	-1	6	0.1

# Other records.
SMILES	miR-122 sensor	C2C12 statin	PGC1a acetyl inh	PglD DTNB	FN deposit inh	Cneo AK release	GSIS activator	F508del corr
CC1=CCC2C(=O)N(c3ccc(C(=O)N4CCCCCC4)cc3)C(=O)C2C1 (stereo unspecified)	-2	-24	8	-6	·	1	4	·
COc1ccc(OC)c(N(CC(=O)O)S(=O)(=O)c2ccc(OC)c(OC)c2)c1	3	-22	4	-3	12	1	·	·
CCOC(=O)c1c(C)[nH]c(C(=O)COC(=O)CNS(=O)(=O)c2ccc(C)cc2)c1C	-1	1	3	6	7	1	·	2.0
Cc1ccc(S(=O)(=O)N2CCC(c3nc4c(nnn4Cc4ccccc4)c(=O)[nH]3)CC2)cc1	-2	·	8	1	-1	6	-9	1.0
O=C(C[C@H]1C=C[C@@H](NC(=O)Nc2cccc(F)c2)[C@@H](CO)O1)NCC1CCCCC1	·	12	-3	-3	-15	0	-19	-2.5
C[C@H]1CN([C@@H](C)CO)C(=O)c2cccc(NS(=O)(=O)c3ccccc3)c2O[C@H]1CN(C)Cc1ccc(C(=O)O)cc1	-1[16.7 µM]	-13	7	-3	-6	-3	2	-3.9
O=C1CNC(=O)N1CC(O)Cn1c2ccccc2c2ccccc21 (stereo unspecified)	4	5	-5	·	-16	·	9	·
COc1cccc(C(=O)N2CCN(Cc3ccccn3)CC2)c1	-3	-5	·	-2	-2	3	8	3.2
Cc1c(Cl)cccc1NC(=O)CSc1nncn1-c1cccnc1	·	3	·	-3	6	-1	-6	1.7
Cc1ccc(N2CC(C(=O)Nc3ccc(S(=O)(=O)N4CCCC4)cc3)CC2=O)cc1 (stereo unspecified)	-1	5	7	-2	-5	-1	-12	·
COc1ccc(/C=C2\SC(=O)N(CC(=O)Nc3cccc(C)c3)C2=O)cc1O	-10	42	-6	-1	4	-1	-11	-3.6
CCOC(=O)C1=C(CN2CCN(CCC#N)CC2)NC(=O)NC1c1ccc2c(c1)OCO2 (stereo unspecified)	·	·	1	·	0	·	6	3.1

# Further results:
SMILES	miR-122 sensor	C2C12 statin	PGC1a acetyl inh	PglD DTNB	FN deposit inh	Cneo AK release	GSIS activator	F508del corr
COc1ccc(CCn2c(N3CCN(C)CC3)nc3c2c(=O)[nH]c(=O)n3C)cc1	8	·	9	-3	·	4	·	·
C=C(C)C1CC=C(C)/C(=N\NC(=S)Nc2ccc(C)cc2)C1 (stereo unspecified)	-3	·	0	2	·	3	-20	·
Cc1cccc(NC(=O)CN(C)S(=O)(=O)c2cccc3cccnc23)c1	6	-4	0	-4	3	2	2	-0.4
CCCS(=O)(=O)NC(=O)C1(C)CCN(C(=O)COc2ccc(Cl)cc2Cl)C1 (stereo unspecified)	-2	8	7	0	0	-5	5	0.5
Cc1nc(CS(=O)(=O)c2ccccc2)cc(Sc2ccccc2Cl)n1	7	52	-19	-2	·	0	·	·
O=C(Cc1ccccc1)Nc1c(C(=O)N2CCCCCC2)cnn1-c1ccccc1	-6	12	6	1	·	-1	·	·

# Source: PubChem
